Bioassay records as filed in PubChem.
LEDGF integ inh: blocks HIV-1 LEDGF/p75-dependent DNA integration. inhibition, % at 3.7 µM. TR-FRET IN-LEDGF/p75 DNA integration, Eu/Cy5. 0.64% of 370,000 active;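 active = inhibition above the screen-wide mean plus 3 SD, cut at about 13% in these data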;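 also: signal is the Cy5 over europium emission ratio at 671 and 618 nm; 0% = plate median of compound wells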
MBD2 inh: blocks human MBD2 binding to methylated DNA; TR-FRET, MBD2 binding to methylated oligonucleotide; inhibition, % at 4.4 µM; 0.31% of 370,000 active; AID 686964; in the data active = inhibition above about 13%
DDE Tn6 FP inh: disrupts Tn6 cyclic peptide binding to fibrin D-Dimer-E complex. P02675. Fibrin DD(E) TRITC-Tn6 fluorescence polarization displacement. inhibition, % at 8.3 µM. 0.21% of 370,000 active. AID 720509;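 active = inhibition above a per-campaign cutoff: mean of compounds within control limits plus 3 SD, cut at about 15% in these data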;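 also: 0% = median of all compound wells on the plate and 100% = blocking peptide control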
TDP2 inh: TDP2 (human) inhibition, absorbance primary screen; O95551; recombinant TDP2, T5PNP hydrolysis, p-nitrophenol absorbance 415 nm; inhibition, % at 12.8 µM; 0.34% of 370,000 active; AID 720702;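 active = inhibition above the mean of all tested compounds plus 3 SD, set per campaign, cut at about 25% in these data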;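 also: 0% = DMSO with enzyme and 100% = buffer with substrate but no TDP2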
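Read-out basis: percent inhibition. System: recombinant human TDP2. Buffer or medium: Mg2+-containing Tris-HCl buffer, pH 7.5. Repeats: single replicate. Timing: reaction 2 h, 37 °C. Benchmarks: high control without enzyme, low control DMSO plus TDP2. Probe or stimulus: 5 mM T5PNP. Doses: 12.8 µM only. Measured by: epi absorbance of p-nitrophenol freed from T5PNP by hydrolysis.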
PRMT1 FP inh: inhibitors of human PRMT1; Q99873; recombinant PRMT1, activity-based probe fluorescence polarization; 1.3% of 370,000 active; inhibition, % at 2.79 µM; AID 652257;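 active = inhibition above about 21% made by adding two undisclosed values, limit read from the data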
SIAE inh: inhibitors of human sialic acid acetylesterase SIAE | SIAE FP-Rh probe binding, fluorescence polarization | 0.69% of 370,000 active | inhibition, % at 9.66 µM | Q9HAT2;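 active = inhibition above a cutoff: mean of compounds within the control limits plus 3 SD of those, cut at about 17% in these data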;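 also: 0% = plate median of compound wells and 100% = probe without SIAE protein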
TCR CD3 inh: human TCR-CD3 binding inhibition. TAMRA-labeled TCR probe fluorescence, biochemical. inhibition, % at 9.4 µM. 0.37% of 360,000 active. AID 651800; in the data active = inhibition above about 19%;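 also: recombinant mutant TCR 2C K166C tagged with TAMRA read by polarization; 0% = receptor in buffer alone and 100% = receptor with positive control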
proKLK7 act: activators of human kallikrein-7 zymogen; P49862; purified proKLK7, EDANS-DABCYL substrate fluorescence; 100% is mature enzyme control, 0% vehicle; activation, % at 7 µM; 0.9% of 370,000 active;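 active = activation above the mean of all tested compounds plus 3 SD, computed per campaign excluding outliers beyond control limits, cut at about 13% in these data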
Target sequence (P49862 whole entry, looked up): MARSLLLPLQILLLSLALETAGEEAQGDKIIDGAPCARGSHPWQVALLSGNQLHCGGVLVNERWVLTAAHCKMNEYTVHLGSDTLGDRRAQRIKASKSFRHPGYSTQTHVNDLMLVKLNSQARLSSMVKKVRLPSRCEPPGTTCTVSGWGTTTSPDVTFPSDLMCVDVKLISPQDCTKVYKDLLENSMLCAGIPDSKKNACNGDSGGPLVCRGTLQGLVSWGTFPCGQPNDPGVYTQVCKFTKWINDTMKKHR
UHRF1 binding: human UHRF1 methylated DNA binding inhibitors | 0.75% of 370,000 active | Q96T88 | UHRF1 binding to methylated oligo, TR-FRET | inhibition, % at 4.4 µM; in the data active = inhibition above about 21%;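 also: UHRF1 SRA domain binding a hemimethylated CpG hairpin DNA probe; 0% = median of test compound wells and 100% = reference inhibitor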
Target sequence (Q96T88 whole entry, looked up, the tested form may be a part): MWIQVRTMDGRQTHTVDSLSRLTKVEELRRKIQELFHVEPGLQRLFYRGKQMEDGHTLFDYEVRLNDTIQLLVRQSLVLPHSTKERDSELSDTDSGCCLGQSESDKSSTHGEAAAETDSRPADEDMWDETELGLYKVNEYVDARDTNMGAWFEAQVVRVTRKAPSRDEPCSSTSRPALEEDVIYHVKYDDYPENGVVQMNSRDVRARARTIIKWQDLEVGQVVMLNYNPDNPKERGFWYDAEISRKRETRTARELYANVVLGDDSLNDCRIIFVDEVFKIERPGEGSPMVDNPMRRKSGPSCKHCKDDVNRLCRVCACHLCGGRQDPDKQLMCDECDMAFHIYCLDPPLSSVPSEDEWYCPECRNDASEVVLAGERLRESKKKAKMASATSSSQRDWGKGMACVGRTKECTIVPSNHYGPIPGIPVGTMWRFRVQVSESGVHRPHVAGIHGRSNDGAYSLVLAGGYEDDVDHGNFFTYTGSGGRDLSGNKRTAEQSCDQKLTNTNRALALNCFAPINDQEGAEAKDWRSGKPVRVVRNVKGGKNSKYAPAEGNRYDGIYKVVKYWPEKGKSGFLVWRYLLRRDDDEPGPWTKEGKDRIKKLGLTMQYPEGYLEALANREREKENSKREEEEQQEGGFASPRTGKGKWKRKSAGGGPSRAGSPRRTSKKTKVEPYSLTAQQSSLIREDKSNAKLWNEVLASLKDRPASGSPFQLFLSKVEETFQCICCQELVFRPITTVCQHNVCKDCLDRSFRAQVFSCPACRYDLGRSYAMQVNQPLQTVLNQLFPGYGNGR
DDE Tn7 FP inh: DD(E)-Tn7 binding inhibition, primary FP screen. P02675. FP displacement of FITC-Tn7 peptide from fibrin DD(E); 0% = median of compound wells per plate. inhibition, % at 8.3 µM. 0.13% of 370,000 active. AID 720508;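 active = inhibition above the mean of compounds falling within the control limits plus 3 SD of them, cut at about 14% in these data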;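 also: 0% = plate median of compound wells and 100% = 10 µM Aha-Tn7 peptide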
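assay system = human clot-derived fibrin DD(E) complex | quantity = Fibrin-DD(E) at 2 µM final | timing = 10 min preincubation, 3 h with tracer, room temperature | signal = fluorescence polarization | measure = percent inhibition | benchmarks = high control wells with 10 µM unlabelled Aha-Tn7 peptide (full inhibition) | replicates = singlicate testing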
Numbers without * were called inactive; nt = no result given.

#	Structure	LEDGF integ inh	MBD2 inh	DDE Tn6 FP inh	TDP2 inh	PRMT1 FP inh	SIAE inh	TCR CD3 inh	proKLK7 act	UHRF1 binding	DDE Tn7 FP inh
1	c1ccc(-c2cn(-c3ccccc3)c3[n+]2CCS3)cc1	-2	-2	6	1	2	1	4	-0.2	1	-2
2	CCN1C(=O)[C@H]2[C@@H](c3ccc(-c4ccc(C(C)=O)cc4)cc3)N3CCCC[C@@]3(C(=O)OC)[C@H]2C1=O	2	1	-1	-2	-3	-2	-1	-0.2	-3	-7
3	COc1ccc(-c2csc(-c3cccs3)n2)c(OC)c1	1	4	5	4	-5	-1	1	-17	0	-5
4	Cc1ccc(C(=O)NNC(=O)CSc2nnc(C(C)C)n2C)cc1	-4	3	6	1	2	0	2	0.6	-2	-3
5	CC(C)c1nc2sc3c(SCC(N)=O)ncnc3c2c2c1CCC2	1	2	-3	7	0	3	5	0.4	-2	-1
6	Cc1cc(Cl)ccc1OCCCC(=O)NCCCn1ccnc1	-6	2	-1	1	4	-1	4	-0.4	0	-3
7	O=C(Nc1ccc(-c2noc(CCc3ccccc3)n2)cc1)c1ccco1	-5	2	-7	-5	-1	-48	0	-0.2	0	-10
8	CCOC(=O)C1C(=O)CC(=O)C(C(=O)OCC)C1c1ccc(O)cc1 (configuration not stated)	1	-1	-4	1	0	0	-3	0.1	3	2
9	CCOC(=O)Cc1csc(NC(=S)NC(=O)c2ccccc2Br)n1	-2	1	2	-5	1	-5	1	0.2	5	-3
10	COC(=O)C1=C(C)N(Cc2ccccc2)C(=S)NC1c1cccc(OC)c1 (configuration not stated)	2	-3	4	6	1	0	-2	0.1	1	-2
11	O=C(NCc1ccncc1)C(=O)N/N=C/c1ccccn1	-2	-9	4	-3	-2	-3	4	0.7	-2	6
12	CC(C)CN(C(=O)COC(=O)c1cccs1)c1c(N)n(Cc2ccccc2)c(=O)[nH]c1=O	-2	-6	-2	1	0	1	0	0.2	-1	10

Random excerpt: three entries already listed
#	Structure	LEDGF integ inh	MBD2 inh	DDE Tn6 FP inh	TDP2 inh	PRMT1 FP inh	SIAE inh	TCR CD3 inh	proKLK7 act	UHRF1 binding	DDE Tn7 FP inh
10	COC(=O)C1=C(C)N(Cc2ccccc2)C(=S)NC1c1cccc(OC)c1 (configuration not stated)	2	-3	4	6	1	0	-2	0.1	1	-2
8	CCOC(=O)C1C(=O)CC(=O)C(C(=O)OCC)C1c1ccc(O)cc1 (configuration not stated)	1	-1	-4	1	0	0	-3	0.1	3	2
11	O=C(NCc1ccncc1)C(=O)N/N=C/c1ccccn1	-2	-9	4	-3	-2	-3	4	0.7	-2	6

(cont.)
#	Structure	LEDGF integ inh	MBD2 inh	DDE Tn6 FP inh	TDP2 inh	PRMT1 FP inh	SIAE inh	TCR CD3 inh	proKLK7 act	UHRF1 binding	DDE Tn7 FP inh
13	O=C(C1CCN(S(=O)(=O)c2ccccc2)CC1)N1CCCCCC1	1	-3	-3	-8	-12	3	-3	0.5	-1	-3
14	COc1ccc(CC(=O)OC2CCCN(C)C2)cc1 (configuration not stated)	-2	-1	3	12	0	4	0	0.4	0	10
15	Cc1ccc(N=N/C(=C\O)C(=O)c2ccncc2)cc1	4	0	-1	-11	4	0	-5	0.3	-6	1
16	COc1ccc(NS(=O)(=O)c2cccc(C(=O)O)c2)cc1	-2	-4	6	-8	0	1	1	0.2	1	2
17	O=c1cc(CSc2nnc(Nc3ccccc3)s2)nc2sccn12	-1	-1	8	-5	4	1	2	0.5	-2	0
18	CC1CCN(C(=O)COC(=O)c2cc(Cl)cc(Cl)c2N)CC1	5	2	-2	-7	1	3	1	4.1	0	5
19	Cc1cccc(N2CCN(C(=O)CNC(=O)c3cccc([N+](=O)[O-])c3)CC2)c1C	-4	3	2	-2	0	3	-8	-0.1	-2	7
20	COc1ccc(NC(=S)Nc2cccc(C(C)=O)c2)cc1OC	8	-10	10	1	10	11	5	0.1	-5	-2
21	CCC(=O)Nn1cnc2c(c1=O)C1(CCCCC1)Cc1ccccc1-2	1	3	-4	-2	2	-3	-4	0.3	-1	1
22	CCOC(=O)c1ccc(NC(=O)CCS(=O)(=O)c2cccc3nonc23)cc1	2	0	-1	-7	-4	1	1	0.5	0	6
23	CCOc1cc(C(=O)NC(C)C2CCCO2)cc(OCC)c1OCC (configuration not stated)	-3	2	8	13	-1	-8	3	1.0	0	-3
24	O=C(NCc1ccncc1)C12CC3CC(CC(C3)C1)C2	-3	1	2	-1	-3	8	2	0.5	-2	2
25	COc1ccccc1CC(NC(C)=O)C(=O)NC1CCN(C(=O)NCc2ccccc2)CC1 (configuration not stated)	0	-3	2	12	-1	-1	1	-0.8	0	6
26	O=C(N/N=C/c1cn(-c2ccccc2)nc1-c1cccs1)c1ccncc1	0	2	-22	-10	1	-33	3	-0.2	-1	0
27	Cc1cccc(-c2cccc3c4c([nH]c23)[C@@H]2C[C@H]3[C@@H](C(=O)N2CC4)[C@H](C)ON3C)c1	8	1	-8	4	5	-3	nt	-15	-6	1
28	COc1ccc(C)cc1S(=O)(=O)N1CCN(S(=O)(=O)c2cc(C)ccc2OC)CC1	-1	2	0	-1	-1	-3	4	0.9	2	-10
29	COC(=O)c1c(-c2ccncc2)csc1NC(=O)c1ccoc1C	0	2	0	5	-3	1	6	-0.8	1	3
30	CCCOc1ccc(N2C(=O)CC(N(Cc3ccco3)C(=O)CC)C2=O)cc1 (configuration not stated)	3	-3	-3	1	-2	5	10	0.5	0	-5
31	CC1CN(C(=S)Nc2cccc(F)c2)CC(C)O1 (configuration not stated)	1	0	12	-10	-7	3	2	-0.6	0	-7
32	CCOC(=O)C1C(c2ccc3c(c2)OCO3)NC(=O)NC1(O)C(F)(F)F (configuration not stated)	-3	2	3	6	-2	0	2	0.3	7	-3
33	NC(=O)CSc1ncc(-c2ccccc2)[nH]1	-2	2	0	3	-1	3	9	0.6	-1	5
34	O=C(CSc1nnc(CCCN2C(=O)c3cccc4cccc(c34)C2=O)n1-c1ccccc1)NCCCN1CCOCC1	-2	-2	-5	-10	-2	-7	0	0.1	1	-7
35	Cc1ccc(Cn2c(C(CO)Nc3nc(-c4ccc(F)cc4)cs3)nc3ccccc32)cc1 (configuration not stated)	1	1	1	0	-1	1	2	0.5	-1	-7
36	COc1ccc(C2=NN(c3nc(-c4ccccc4)c(CC(=O)O)s3)C(c3ccco3)C2)cc1 (configuration not stated)	6	-2	-5	-4	22*	-25	-4	-0.4	-1	-5

Some values from above:
entry 35 in TDP2 inh → 0
entry 27 in MBD2 inh → 1

(continued)
#	Structure	LEDGF integ inh	MBD2 inh	DDE Tn6 FP inh	TDP2 inh	PRMT1 FP inh	SIAE inh	TCR CD3 inh	proKLK7 act	UHRF1 binding	DDE Tn7 FP inh
37	CCCN(CCC)S(=O)(=O)c1ccc(NC(=O)Cc2cccs2)cc1	-1	0	-7	7	2	-10	3	0.4	-1	-4
38	CC(C)n1cc(CN2CCC(n3nccc3NC(=O)CCCc3ccccc3)CC2)cn1	1	-7	6	-12	1	-1	3	0.1	1	-2
39	Cc1cc(C)nc(NC(=O)c2cc(Br)ccc2Cl)n1	-1	-1	0	3	2	1	4	-0.1	-1	1
40	CN(C)CC(C)(C)CNS(=O)(=O)c1cccc(Cl)c1Cl	-2	1	0	4	-3	-1	2	-0.1	-1	2
41	COc1ccc(/C=N/Nc2nc(C)c([N+](=O)[O-])c(N(C)c3ccccc3)n2)cc1OC	-1	0	-5	2	-3	-7	2	0.1	0	-7
42	O=C(C[n+]1cc(Br)cc(Br)c1)c1cccc([N+](=O)[O-])c1	-2	2	0	-5	3	10	4	-0.5	-3	5
43	Cc1onc(-c2c(Cl)cccc2Cl)c1C(=O)N1CCCc2ccccc21	2	-1	1	-1	3	4	-3	0.3	2	5
44	CC(Sc1nnc(-c2ccccc2)c(-c2ccccc2)n1)C(=O)N1CCc2ccccc21 (configuration not stated)	1	-2	1	-4	10	4	-9	-0.2	2	2
45	CN=c1scc(C)n1/N=C/c1ccc(O)cc1	-9	1	-8	-6	4	4	4	2.3	-1	2
46	CCCCCn1c(=O)[nH]c2cc(C(=O)NCCCN(C)Cc3ccccc3)ccc2c1=O	0	1	-3	13	0	-2	-1	-1.0	-4	7
47	Cc1ccc2c(c1)[C@@H](O)C[C@@H](C)N2N=O	-2	0	-1	7	-3	8	3	0.3	-2	-1
48	CCCc1cc(=O)[nH]c(NCc2ccc(Cl)cc2)n1	4	8	-10	-7	4	-16	-4	0.2	8	4
49	CCC1CCCCN1CCCNC(=O)C1CCC(Cn2c(=O)[nH]c3ccccc3c2=O)CC1 (configuration not stated)	-1	1	4	6	2	-4	-4	0.3	3	2
50	CC(C)(C)N1CC(C(=O)Nc2ccc(S(N)(=O)=O)cc2)CC1=O (configuration not stated)	3	1	-6	-5	-6	4	2	0.0	0	5
51	Cc1ccc(Oc2ccc(C=O)cn2)cc1	-2	4	-2	-4	-1	9	-8	-0.2	0	7
52	COc1ccc(C(=O)N[C@H](C(=O)NCc2ccco2)C(C)C)cc1	4	4	2	4	0	-3	0	0.5	4	-4
53	COc1ccc(/C=C(/NC(=O)c2ccco2)C(=O)NCc2ccco2)cc1OC	0	1	1	7	4	4	4	-1.1	1	0
54	CCC(C)OC1OC(CO)C(O)C(O)C1NC(C)=O (configuration not stated)	1	2	2	-2	0	-3	4	-0.1	-4	1
55	COc1ccc(Cl)cc1C(=O)OCC(=O)N1CCCC(C)C1 (configuration not stated)	1	2	1	1	-2	-2	7	0.0	3	5
56	CCOc1ccc(CCNC(=O)C2CCN(c3nn4c(=O)cc(C)nc4s3)CC2)cc1	4	3	-2	-8	0	-1	-2	0.8	-1	4
57	CC1CCN(C(=O)c2cc3ccccc3cc2O)CC1	-1	-2	1	-25	-7	-2	7	-20	1	-7
58	CSc1ccc(CNc2nc3ccccc3n3cnnc23)cc1	1	-3	5	-8	-2	0	12	-0.2	1	1
59	Cc1ccc(C(=O)N2CCN=C2SCc2ccc([N+](=O)[O-])cc2)cc1C	-1	-1	-2	6	-2	2	2	0.3	16	-1
60	CN(C)S(=O)(=O)c1ccc(N2CCCC2)c(C(=O)Nc2ccccc2OC(F)F)c1	3	-1	-5	-8	-4	1	-2	-0.1	-1	0
61	CCCCn1c(SCC(=O)OC)nc2c1c(=O)n(C)c(=O)n2C	-1	1	2	-1	-1	14	4	0.2	-4	-3
62	Cc1ccsc1CNC1C2CC3CC(C2)CC1C3 (configuration not stated)	4	-1	3	-2	0	5	2	0.0	1	-3
63	CC(C)(C)C1CCC(C(=O)OCC(=O)N2CCOCC2)CC1 (configuration not stated)	2	-5	0	-4	0	-4	3	0.3	2	-3
64	COc1ccc(OC)c(NC(=O)C2(C)CCN2C(=O)C2(c3ccc(Cl)cc3)CCC2)c1 (configuration not stated)	-1	-5	9	4	-1	0	2	0.7	-1	9
65	CCOc1ccccc1OCCCC(=O)Nc1ccc(Cl)c(S(=O)(=O)N2CCOCC2)c1	-1	-1	-7	1	2	-10	0	0.1	-2	5
